Source: PubChem (The Scripps Research Institute Molecular Screening Center)
OXTR potentiator – human OXTR potentiators, primary screen, fluorescence, CHO-OTR cells, Fluo-8 calcium | Oxytocin receptor (Homo sapiens), P30559 | Fluo-8 calcium fluorescence, potentiator mode; 0% = oxytocin EC15, 100% = EC100 | activation, % at 3 µM | 320,000 compounds, 0.061% hits | AID 2445, 2010;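 active means activation above that plate's cutoff, the mean activation of tested compounds plus 3 SD, cut at about 6.6% in these data, passing the limit was not always enough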;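 further: 100% uses oxytocin at 75 nM as the full agonist control; some results filed as inactive read as strong as hits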
Target sequence (P30559 whole entry, looked up): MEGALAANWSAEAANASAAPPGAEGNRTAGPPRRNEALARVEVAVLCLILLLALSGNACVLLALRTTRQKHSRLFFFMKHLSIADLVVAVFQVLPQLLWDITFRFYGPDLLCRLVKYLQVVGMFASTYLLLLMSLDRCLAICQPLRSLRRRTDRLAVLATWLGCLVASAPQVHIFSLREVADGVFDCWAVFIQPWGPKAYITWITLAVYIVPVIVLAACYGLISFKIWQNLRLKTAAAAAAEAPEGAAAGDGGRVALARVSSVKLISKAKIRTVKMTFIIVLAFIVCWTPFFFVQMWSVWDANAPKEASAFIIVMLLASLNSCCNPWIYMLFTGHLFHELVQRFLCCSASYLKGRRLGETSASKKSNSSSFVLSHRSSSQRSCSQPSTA
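Dosing: Single dose, 3.0 µM nominal final compound concentration | Material: Human OTR in CHO cells | Technique: Kinetic Fluo-8 calcium fluorescence | Benchmarks: EC15 oxytocin alone as 0%, 75 nM oxytocin as 100% | Probe or stimulus: Oxytocin at about EC15, sub-maximal agonist stimulus | Incubation: Compound 6 min at room temperature before oxytocin, 100 s read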
M1 ag – human M1 muscarinic receptor agonists, primary screen, Fluo-8 calcium fluorescence, CHO-K1 cells, HTS. Muscarinic acetylcholine receptor M1 (Homo sapiens), P11229. 360,000 compounds, 0.33% hits. CHO-K1 hM1, agonist mode; 0% DMSO, 100% acetylcholine EC100. activation, % at 3 µM;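 active means activation above the run's mean compound activation plus 3 SD, cut at about 16% in these data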;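 further: peak over basal fluorescence ratio within a 140 s kinetic read after compound addition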
TAAR1 agonist – human TAAR1 agonists, primary screen, Fluo-8 calcium fluorescence, CHO RD-HGA16 cells. vehicle wells 0%, saturating PEA agonist 100%. activation, % at 3 µM. 360,000 compounds, 0.99% hits. AID 624467, 2012;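 active means activation above the mean activation of all test compounds in the run plus 3 SD, cut at about 38% in these data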
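Test system: RD-HGA16 (CHO) cells co-expressing Gα16 and hTAAR1 | Doses: Single dose, 3 µM | Schedule: 17-24 h seeding, 75 min 37 °C dye, 30 min RT | Evaluation: % activation from peak over basal fluorescence ratio, DMSO-to-PEA scaled | Technique: Kinetic Fluo-8 calcium fluorescence | Benchmarks: Low control DMSO, high control PEA (EC100)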
M1 antag – human M1 muscarinic receptor antagonists, primary screen, CHO-K1 cells, Fluo-8 calcium fluorescence, 1536-well. Muscarinic acetylcholine receptor M1 (Homo sapiens), P11229. CHO-K1 hM1, ACh EC80 antagonist. inhibition, % at 3 µM. 360,000 compounds, 1.3% hits. AID 588852, 2011;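 active means percent inhibition above its own plate's cutoff, namely the mean of that plate's compound wells plus 3 SD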;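 further: peak over basal fluorescence ratio during 140 s after agonist addition; 0% = ACh EC80 plus DMSO and 100% = DMSO alone without agonist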
CHO parental Ca – ATP-evoked calcium signal inhibitors, parental CHO, primary screen, counter-screen for OX1R antagonist project, cell-based, fluorescence, Fluo-8 calcium dye | parental CHO-K1, ATP-induced calcium, Fluo-8 fluorescence | inhibition, % at 5.6 µM | 330,000 compounds, 0.63% hits | AID 463079, 2010;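 active means inhibition above that plate's mean sample inhibition plus 3 SD, cut at about 26% in these data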;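 further: 0% = ATP-challenged DMSO wells and 100% = DMSO wells without ATP; some compounds past the cut are filed as inactive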
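Material: Parental CHO cells | Reagent: ATP | Compound dosing: Single nominal dose of 5.6 µM per compound | Detection: Intracellular calcium via Fluo-8 no-wash fluorescent dye | Read-out: % inhibition of ATP-induced calcium mobilization | Benchmarks: Low control ATP plus DMSO, high control DMSO only | Replicates: Singlicate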
V1aR counter – agonists of human V1a receptor, primary screen, counter-screen for OXTR agonist project, fluorescence, CHO-V1R cells | Fluo-8 calcium fluorescence, agonist mode; 0% DMSO, 100% 3 nM vasopressin | AID 2797, 2010 | Vasopressin V1a receptor (Homo sapiens), P37288 | activation, % at 3 µM | 320,000 compounds, 0.25% hits;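 active means activation above the mean activation of all tested compounds plus 3 SD, per screening run, cut at about 20% in these data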;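 further: signal is peak over basal fluorescence ratio across a 100 second FLIPR read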
Target sequence (P37288 whole entry, looked up): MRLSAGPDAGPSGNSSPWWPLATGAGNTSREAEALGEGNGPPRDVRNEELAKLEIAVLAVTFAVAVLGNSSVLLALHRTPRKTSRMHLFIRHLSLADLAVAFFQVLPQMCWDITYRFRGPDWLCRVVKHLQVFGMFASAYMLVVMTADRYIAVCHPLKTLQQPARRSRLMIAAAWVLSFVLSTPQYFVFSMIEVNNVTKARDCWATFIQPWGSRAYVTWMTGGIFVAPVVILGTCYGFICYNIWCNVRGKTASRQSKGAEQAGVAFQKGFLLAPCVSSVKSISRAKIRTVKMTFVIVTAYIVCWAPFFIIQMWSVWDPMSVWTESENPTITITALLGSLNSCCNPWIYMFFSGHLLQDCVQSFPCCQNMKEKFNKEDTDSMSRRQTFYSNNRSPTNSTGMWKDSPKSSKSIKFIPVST
OXTR ag – human OXTR agonists, primary screen, fluorescence, CHO-OTR cells, Fluo-8 calcium; 320,000 compounds, 0.32% hits; Oxytocin receptor (Homo sapiens), P30559; Fluo-8 calcium fluorescence; normalized: DMSO 0%, oxytocin 100%; activation, % at 3 µM;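 active means activation above the mean of all tested compounds plus 3 SD, cutoff set per screening run, cut at about 20% in these data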;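 further: peak over basal fluorescence ratio from a 100 s FLIPR kinetic read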
CHRM1 PAM – human M1 muscarinic receptor positive allosteric modulators, primary screen, CHO-K1 cells, Fluo-8 calcium fluorescence, 1536-well; Muscarinic acetylcholine receptor M1 (Homo sapiens), P11229; CHO-K1 hM1, ACh EC20; 0% = ACh EC20, 100% = maximal ACh; activation, % at 3 µM; 360,000 compounds, 0.088% hits; in the data active means activation above about 19%, passing the limit was not always enough
TAAR1 antag – human TAAR1 antagonists, primary screen, Fluo-8 calcium fluorescence, CHO RD-HGA16 cells; Trace amine-associated receptor 1 (Homo sapiens), Q96RJ0; antagonist; inhibition, % at 3 µM; 360,000 compounds, 1.5% hits; AID 624466, 2012;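 active means inhibition above a per-plate cutoff, the mean inhibition of test compounds on that plate plus 3 SD, cut at about 49% in these data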;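 further: 0% = DMSO plus EC80 beta-PEA response and 100% = DMSO alone without agonist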
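Test system: CHO RD-HGA16 cells bearing hTAAR1 | Reagent: β-PEA, EC80 | Compound dosing: 3 µM, single point | Schedule: Dye loading 75 min at 37 °C, then 30 min room temperature | Signal: Calcium fluorescence with Fluo-8 | Evaluation: Percent inhibition of PEA-evoked calcium signal, max/basal emission ratio | Control set: DMSO-only wells and EC80 β-PEA-stimulated wells | Repeats: Singlicate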
* hit, by the source's call; · = not tested or not shown.

SMILES	OXTR potentiator	M1 ag	TAAR1 agonist	M1 antag	CHO parental Ca	V1aR counter	OXTR ag	CHRM1 PAM	TAAR1 antag
COc1cccc2cc(C(=O)N3CCCc4ccccc43)oc12	-9	-3	2	-4	-18	0.1	-1.1	5	-22
Cc1onc(-c2ccccc2)c1C(=O)Oc1ccccc1	0	-6	3	0	-24	-1.4	-2.4	3	-10
Cc1cc(C)n(CC(=O)N/N=C/c2ccc(C)o2)n1	1	-4	5	3	2	-0.2	1.8	0	-1
COC(=O)CN1C(=O)C(C)(C)Oc2ccc(C(=O)NC3CCCC3)cc21	-12	13	5	0	-6	0.7	0.6	2	-14
COc1cc(C(C#N)N2N=C(c3ccccc3)CC2c2ccccc2)ccc1O (configuration not stated)	0	-6	10	-7	-26	-0.8	-0.2	6	-21
CC(C)c1nc(SCC(=O)Nc2cccc(C(=O)O)c2)c2c3c(sc2n1)CCCC3	-9	2	4	-3	-1	6.3	10	7	13
CSc1ccccc1NC(=O)NCCCl	-5	-3	34	18	8	1.0	-0.1	-12	-4
C=CCNc1nc(-c2ccc(O)c(C(N)=O)c2)cs1	-8	-4	3	-8	1	-0.5	-0.6	8	-27
O=C1CCC(c2ccccc2)N1c1ccccc1 (configuration not stated)	·	-3	2	-11	·	·	·	8	-20
CC1CCN(S(=O)(=O)c2ccc(NC(=O)CN3CCN(c4ccccc4)CC3)cc2)CC1	-8	-6	-4	-4	-22	4.0	4.0	-1	-15
Cc1ccccc1OCCNc1cc(N2CCN(CCO)CC2)ccc1[N+](=O)[O-]	-10	-5	28	-4	-3	10	17	10	24
COCCCNc1nc2ccccc2nc1NS(=O)(=O)c1ccc(OC)cc1	-5	-4	-2	-7	-2	0.2	0.2	6	2
COc1ccc(C2CC(=O)Oc3c(C(CCN4CCCC(C)C4)c4ccc(N(C)C)cc4)c(OC)cc(OC)c32)cc1 (configuration not stated)	-8	-7	5	-11	-14	-0.2	2.5	7	4
CCOC(=O)c1sc2ccc(S(=O)(=O)N3CC(C)CC(C)C3)cc2c1N (configuration not stated)	0	-5	-1	-4	-12	-0.7	-1.1	7	-15
O=C1[C@@H]2Cc3ccccc3CN2C(=O)N1c1cccc(F)c1	-1	-1	22	-10	-11	-0.7	1.0	8	8
Cn1cc(-c2cccc(Cl)c2)cc(C#N)c1=O	2	-8	8	-6	-3	-1.2	0.0	11	18
Cc1ccccc1C(=O)NNC(=O)C1CCN(C(=O)Nc2ccccc2)CC1	-7	-1	3	-15	-13	1.3	0.6	14	-3
COc1cccc(-c2cnc3c(NC(C)=O)cc(-c4cccc(NS(C)(=O)=O)c4)cn23)c1	·	-3	7	15	·	·	·	-10	50*
O=C(Cn1cnc2ccccc21)N1CCN(S(=O)(=O)c2ccccc2)CC1	-2	-9	1	3	-12	-0.6	0.7	-2	-28
CCOC(=O)NCCOC(=O)Nc1ccc(Cl)cc1	-7	-6	5	-11	7	6.1	1.4	8	2
CCCCCCn1c(-c2cccs2)n[nH]c1=S	-26	-7	-3	-2	-3	-1.3	-2.2	5	-7
Cc1cc(C)c(S(=O)(=O)Nc2ccccc2C(=O)N2CCOCC2)c(C)c1	-3	-2	2	9	-16	0.9	1.1	-4	0
CCOc1ccc(C(=O)N2CCN(c3ncccn3)CC2)cc1	1	·	1	·	-2	0.0	-0.4	·	5
CC(C)OCCCN1CC(=O)N2C(c3ccccc3)c3[nH]c4ccccc4c3C[C@H]2C1=O (some centres not stated)	-5	-5	8	-9	-27	-0.6	-0.9	8	-4
Cc1cccc(/N=C/c2c(O)c3ccccc3oc2=O)n1	-5	-3	-2	-12	-7	0.6	-0.9	12	4
CC1(C)CC(=O)C2=C(C1)Nc1ccccc1NC2c1cccnc1 (configuration not stated)	-7	-1	3	-26	-5	-0.2	-1.4	2	-10
COc1ccc(/C=C2\SC(=O)N(CCNC(=O)C3=COCCO3)C2=O)cc1	-10	0	6	-6	-17	2.6	2.7	0	-16
COCC(=O)N(Cc1ccc(OC)cc1)Cc1nc2ccccc2c(=O)[nH]1	-14	-2	8	-17	-2	-0.2	-0.5	3	-22
CCOC(=O)C1CN(S(=O)(=O)c2cccs2)c2ccc(CC(=O)OC)cc2O1 (configuration not stated)	-8	-5	0	-10	-12	0.3	-1.3	8	-22
CCCC(=O)c1cn(CC(=O)OC)c2ccccc12	-12	-3	-2	-12	-7	-0.3	-0.7	6	-6
O=C(c1ccc2c(c1)OCO2)C1CCCN(Cc2cccc(C(F)(F)F)c2)C1 (configuration not stated)	-6	-7	-1	63*	-17	-0.6	-0.7	-24	-31
O=C(CCCN1C(=O)c2cccc3cccc(c23)C1=O)NC1CCS(=O)(=O)C1 (configuration not stated)	-5	-11	7	-2	-5	-0.4	-0.1	10	5
Cc1ccc(C)c(Cn2nnc3c(=O)[nH]c(C4CCN(C(=O)c5ccco5)CC4)nc32)c1	-3	-4	3	14	-26	1.9	0.3	-10	-11
COC(=O)c1ccc(C(NC(=O)OCc2ccccc2)/C(F)=C/[C@@H](C)C(=O)O)cc1 (some centres not stated)	3	-5	4	2	-8	0.8	0.1	2	2
CCOc1ccccc1OCCCC(=O)N1CCN(S(=O)(=O)c2ccc(C)cc2)CC1	-11	-3	4	-8	-3	2.0	-1.1	3	-24
CCn1cc(C(=O)NCc2ccc(Cl)cc2)c(=O)c2cc(S(=O)(=O)N3CCOCC3)ccc21	4	-1	0	-11	-22	0.0	1.3	3	5
CCOC(=O)C1(C)CCN1C(=O)c1cc(C)oc1C (configuration not stated)	·	-2	1	-3	·	·	·	3	-21
CC(=O)Nc1ccc(-c2cn3c(n2)SCC3)cc1	-8	-3	6	-13	0	1.0	0.8	10	-14
Cc1ccccc1-n1c(-c2ccc(Cl)cc2)cnc1SCC(=O)NC1CCS(=O)(=O)C1 (configuration not stated)	-2	-8	0	-5	-18	-0.5	-0.8	9	-1
CC(C)(C)OC(=O)N1CCCC(C(=O)Nc2ccc(C(=O)NCc3ccccc3)cc2)C1 (configuration not stated)	·	-2	4	0	·	·	·	-2	-19

2 of the compounds above, in CSV form:
mol,OXTR potentiator,M1 ag,TAAR1 agonist,M1 antag,CHO parental Ca,V1aR counter,OXTR ag,CHRM1 PAM,TAAR1 antag
CCCC(=O)c1cn(CC(=O)OC)c2ccccc12,-12,-3,-2,-12,-7,-0.3,-0.7,6,-6
O=C(c1ccc2c(c1)OCO2)C1CCCN(Cc2cccc(C(F)(F)F)c2)C1 (configuration not stated),-6,-7,-1,63*,-17,-0.6,-0.7,-24,-31

Next part.
SMILES	OXTR potentiator	M1 ag	TAAR1 agonist	M1 antag	CHO parental Ca	V1aR counter	OXTR ag	CHRM1 PAM	TAAR1 antag
O=C(CN1CCN(CC(=O)Nc2ccccc2C(F)(F)F)CC1)Nc1ccccc1F	-8	-2	5	-6	-14	0.0	-1.0	7	-25
COc1cccc(OC)c1C(=O)OCC(=O)NCc1ccco1	0	-1	11	5	-6	-1.0	0.6	0	-15
Cc1oc(C)c(S(=O)(=O)NCc2cccs2)c1C(=O)O	1	-3	-1	-8	-7	-0.2	0.9	5	-20
COc1ccc(/C=C/C(=O)c2cc(F)ccc2OC(=O)c2ccc(OC)c(OC)c2)cc1OC	-4	-6	8	10	12	1.6	2.3	0	29
CCC1(c2ccccc2)C(=O)N(C(=O)OC(C)(C)C)N1C(=O)OC(C)(C)C (configuration not stated)	9	-2	7	-6	-19	0.1	-0.9	9	-6
CCCC(=O)NCC(c1cccs1)S(=O)(=O)c1ccc(C)cc1 (configuration not stated)	-17	-2	0	-14	15	-0.8	0.2	2	-2
O=C(COC(=O)c1ccc(F)c(S(=O)(=O)N2CCOCC2)c1)NCc1ccc(Cl)cc1	-9	-3	3	7	-13	8.9	9.6	-2	-2
O=C(CN1C(=O)CSCC1=O)NCc1ccc(F)cc1	-5	-3	2	-2	-2	1.0	0.2	-3	-9
Cc1cc([N+](=O)[O-])cc([N+](=O)[O-])c1NCC(C)C	-10	-13	5	-2	-12	-1.3	-3.2	-2	3
Cc1ccc(/C=C/S(=O)(=O)NCC(=O)OCC(=O)Nc2c(F)cccc2F)cc1	-9	-3	0	-12	8	-0.4	-0.5	9	-13
O=S(=O)(NCC(c1ccc2c(c1)OCO2)N1CCOCC1)c1ccccc1 (configuration not stated)	-4	-3	1	-2	-9	0.1	-0.2	8	-16
O=C(NCCC(=O)N1CCN(c2ncccn2)CC1)c1ccccc1Cl	-19	-3	5	-5	-2	0.8	0.7	3	5
COc1ccccc1N1CCN(C(=O)Nc2cccc(Cl)c2)CC1	-9	-4	13	0	6	0.5	2.4	-2	4
COc1ccc(NC(=S)NC2CCCC2)c(OC)c1	-11	-1	-1	-21	-5	-0.7	-0.6	13	4
CCOC(=O)c1ccccc1NC1c2ccccc2C(=O)N1c1ccc(C)cn1 (configuration not stated)	6	-4	0	-14	-5	-0.6	-0.2	2	-17
CC(=O)Nc1ccc(C(=O)OC2CCCCC2=O)cc1 (configuration not stated)	-4	-1	13	-5	-8	0.8	0.1	7	-4
CC(=O)Nc1ccc(NC(=O)C(C)n2nc([N+](=O)[O-])c(Br)c2C)cc1 (configuration not stated)	-3	-3	7	-9	-8	-1.5	-1.2	3	-9
C=C[C@@H]1c2cc(C)ccc2N(S(=O)(=O)c2ccc(C)cc2)[C@H](c2ccccc2C(F)(F)F)C1(C#N)C#N	-6	-2	2	-8	-19	0.0	-0.2	14	-3
O=C(CN1CCCCC1)NCC1(c2ccccc2)CCCC1	-3	-9	10	40*	-14	-0.6	-0.7	-26	2
CCCC(=O)NCc1ccc2c(c1)cc(C)n2C	-4	-6	6	-3	-6	2.8	0.5	3	-1
